Fibroblast inh = blocks proliferation of human lung fibroblasts; LL 47 human lung fibroblast viability, ATP luminescence; active compounds read low; viability, % at 10 µM; actives 1.1% (n = 85,000);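 active = viability at or below 50% in the single dose screen; inactive = viability above 50%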;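 also: compound exposure lasted 72 h before the ATP readout; 100% = median luminescence of untreated cell-only wells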
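Times – overnight cell rest, 72 h compound treatment at 37 °C · Test system – human lung fibroblast line LL 47, low passage · Amount – 1,150 cells in each well · Controls – cell-only wells, no compound · Doses – 0.1% DMSO in all compound wells · Measured by – CellTiter-Glo luminescence · Buffer or medium – IMEM plus 15% FBS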
Mac1 fbg enh = CD11b/CD18-fibrinogen binding enhancement; P05107+P11215; K562 CD11b/CD18 adhesion to fibrinogen, ATPlite luminescence; activation, % at 10 µM; actives 0.07% (n = 93,000); AID 1499;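 active = 10 µM primary screen giving 50% or more activity, confirmed by 40% or more on retest at that dose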; also: strong numbers were not always called active
Target sequence (P05107 whole entry, looked up, other chains not shown): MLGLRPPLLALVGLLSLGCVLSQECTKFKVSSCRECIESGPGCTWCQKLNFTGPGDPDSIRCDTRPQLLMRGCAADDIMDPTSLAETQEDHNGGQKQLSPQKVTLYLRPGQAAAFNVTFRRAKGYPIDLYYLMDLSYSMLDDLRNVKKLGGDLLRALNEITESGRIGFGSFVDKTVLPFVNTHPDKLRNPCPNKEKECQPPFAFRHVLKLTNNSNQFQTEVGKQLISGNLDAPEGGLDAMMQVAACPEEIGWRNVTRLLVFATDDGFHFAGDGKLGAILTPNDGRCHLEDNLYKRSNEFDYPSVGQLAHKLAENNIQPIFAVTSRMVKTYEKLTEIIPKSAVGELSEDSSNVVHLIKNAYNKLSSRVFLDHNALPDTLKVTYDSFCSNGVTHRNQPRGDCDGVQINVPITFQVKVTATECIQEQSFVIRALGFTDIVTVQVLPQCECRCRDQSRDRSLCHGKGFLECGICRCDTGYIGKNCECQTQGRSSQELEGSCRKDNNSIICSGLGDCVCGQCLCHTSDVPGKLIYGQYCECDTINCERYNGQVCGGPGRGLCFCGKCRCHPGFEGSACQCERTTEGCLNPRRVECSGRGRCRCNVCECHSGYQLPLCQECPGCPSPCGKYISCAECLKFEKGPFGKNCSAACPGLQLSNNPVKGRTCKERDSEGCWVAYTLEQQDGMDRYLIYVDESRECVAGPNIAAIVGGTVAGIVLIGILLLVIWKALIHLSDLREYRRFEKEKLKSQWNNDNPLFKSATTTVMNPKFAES
ERa coact pot = ER-alpha (human) coactivator binding potentiation; TR-FRET ERalpha-LBD/SRC-Cy5 coactivator binding, 2 h; 100 = basal binding, no effect; coactivator binding (% of control), % at 25.6 µM; actives 1.3% (n = 86,000); AID 639; in the data active = activity above about 200%;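 also: binding measured in presence of low estradiol as agonist stimulus; 0% = peptide alone without receptor and 100% = receptor with peptide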
Smad3 inh = Smad3 (human) transcription factor binding inhibition; TR-FRET Smad3/Dy647-FoxH1 peptide binding, europium anti-His; inhibition, % at 25 µM; actives 0.29% (n = 88,000);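 active = compounds that reduce the energy-transfer binding signal between the protein and its labelled peptide by more than half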;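 also: 0% = Smad3 plus labelled peptide maximal FRET and 100% = peptide-only background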
H69AR growth 86K = blocks growth of human H69AR lung tumor cells | actives 6% (n = 85,000) | H69AR lung tumor viability, ATP luminescence, 72 h; active compounds read low | viability, % at 10 µM;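 active = viability at or below 40%; inactive = viability above 40%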;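 also: multidrug resistant small cell line overexpressing MRP-1 efflux transporter; 100% = mean luminescence of untreated control wells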
ERb coact inh = ER-beta (human) coactivator binding inhibition; Q92731; TR-FRET ER-beta LBD / SRC1-Cy5 peptide binding; receptor agonist-loaded with 1 µM estradiol; inhibition, % at 25.6 µM; actives 1.3% (n = 86,000); AID 633;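 active = compounds whose percent inhibition of the receptor-coactivator binding signal exceeds about 50% in the single-dose screen, limit read from the data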;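 also: 0% = receptor plus peptide wells without compound and 100% = peptide-only wells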
HUVEC prolif 384 = inhibitors of human endothelial cell proliferation; HUVEC proliferation, CellTiter-Glo luminescence, 72 h; active compounds read low; viability, % at 10 µM (by protocol); actives 1.1% (n = 86,000);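 active = viability at or below 30%; inactive = viability above 30%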;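 also: 100% = median luminescence of DMSO-only cell control wells on each plate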
MT1-MMP txn act = MT1-MMP promoter transcription activation; HT1080 MT1-MMP promoter luciferase reporter, luminescence, overnight; active compounds read high; activation factor at 10 µM; actives 0.16% (n = 86,000);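 active = activation factor of at least 2 for MT1-MMP transcription at 10 µM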
ERa coact inh = ER-alpha (human) coactivator binding inhibition | P03372 | TR-FRET ER-alpha LBD / SRC-1 peptide, estradiol-bound | inhibition, % at 25.6 µM | actives 1.7% (n = 86,000) | AID 629; in the data active = inhibition above about 50%;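 also: 0% = receptor plus peptide control and 100% = peptide only without receptor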
The depositor's hits bear a star; . = no result given; [ ] = another dose, or the depositor's remark. Some of the compounds tested (hit frequency here may not be typical).

structure	Fibroblast inh	Mac1 fbg enh	ERa coact pot	Smad3 inh	H69AR growth 86K	ERb coact inh	HUVEC prolif 384	MT1-MMP txn act	ERa coact inh
Cn1c(=O)cc(OCC(=O)NCCCN2CCN(Cc3ccccc3)CC2)c2ccccc21	95.5	0.0	123.8[fluorescence artefact?]	-1.0	86.7	-5.2	90.9	1.2	-2.5
Cc1cccc(N2CCN(C(=O)CSCc3c(C)noc3C)CC2)c1C	91.8	-9.3	122.7	-6.0	76.8	-7.0	75.3	1.4	-0.5
O=C(c1ccccc1NS(=O)(=O)c1ccc2c(c1)OCCO2)N1CCOCC1	94.5	.	89.3	8.1	90.6	-20.7	97.0	1.3	-10.5
COc1cccc(C(=O)CSc2nnc(CNc3nc(-c4ccccc4)cs3)n2C)c1	100.5	-2.5	117.8[fluorescence artefact?]	4.2	87.4	-4.7	90.8	1.1	1.5
CCCCCCCCS(=O)c1sc2nc3c(cc2c1N)CCCC3 (centres undefined)	93.7	.	85.1	-1.9	95.0	-4.1[fluorescence artefact?]	84.1	1.3	-13.2[fluorescence artefact?]
CCN(CC)c1ccc(NC(=O)c2c(OC)cccc2OC)c(C)c1	94.3	-1.4	104.8	-4.8	92.4	-9.8	88.8	0.9	-15.9
O=C(CCCc1ccccc1)Nc1cccc2c1CCCC2	110.4	-3.5	96.2	5.3	104.3	-8.3	103.3	1.2	-10.0
COc1ccc(C(=O)Nn2c(SCC(=O)c3ccc(Cl)cc3)nc3ccccc3c2=O)cc1	104.1	-4.1	163.5[fluorescence artefact?]	-0.7	81.0	31.9	94.9	0.8	10.8
Cc1ccc(-c2ccc(=O)n(CCC(=O)NCc3ccccn3)n2)cc1	95.8	-0.9	94.5	8.5	93.9	-0.3	97.9	1.1	-2.8
CC(=O)Nc1cnc(NC(=O)c2cccc(F)c2)cc1C	107.5	.	104.3	-2.3	90.5	-4.0	114.1	1.6	-2.7
COc1cc(NC(=O)C2CCN(S(=O)(=O)c3cccnc3)CC2)cc(OC)c1OC	109.1	-0.5	100.2	9.4	99.2	4.9	101.6	.	-6.9
O=C(CN1C(=O)c2ccccc2C1=O)Nc1sc2c(c1C(=O)NCc1ccco1)CCCC2	96.2	.	117.5[fluorescence artefact?]	-8.9	94.6	19.6[fluorescence artefact?]	91.8	1	4.8[fluorescence artefact?]
CCCc1cc(=O)[nH]c(/N=C(\N)Nc2ccccc2)n1	96.4	1.5	108.8	-5.1	85.3	-5.5[fluorescence artefact?]	92.1	1.2	17.4
O=C(Nc1nnc(-c2ccc(Cl)s2)o1)C1CCCCC1	82.4	.	92.8	-17.4	58.3	3.1	80.7	1.1	11.9[fluorescence artefact?]
O=C(CSc1nnc(CNC(=O)c2ccco2)o1)c1ccc(Cl)cc1	100.6	.	108.7	7.5	92.8	4.0[fluorescence artefact?]	93.0	.	7.2
CN1CCN(C(=O)c2cnn(-c3ccccc3)c2NC(=O)c2ccccc2F)CC1	100.5	-3.1	104.7[fluorescence artefact?]	-1.0	94.2	-25.1	95.5	1	-29.2
COc1ccc(CNC(=O)CCc2c(C)nc3ncnn3c2C)cc1	98.2	-0.7	106.2	6.2	96.7	-1.6	93.7	1.2	-4.0
CCc1noc(C)c1C(=O)Nc1ncc(C)s1	100.3	4.3	103.0	-2.1	87.8	-8.4	86.6	1	-11.5
COc1ccccc1N1CCN(S(=O)(=O)c2cnc[nH]2)CC1	108.0	-3.8	116.4	-1.6	88.7	-8.7	95.2	1.1	-12.2
Nc1nnc(SCC(=O)c2ccco2)s1	102.5	.	59.8[fluorescence artefact?]	-4.5	106.9	35.3	106.4	1	17.6
Cc1cc(-n2nc(C)cc2C)n2nc(C)c(-c3ccc(Cl)cc3)c2n1	46.4*	-3.6	94.8	3.5	44.3	-2.6	82.7	1	-1.9
COc1ccc(OCCC(=O)N2CCCCC2)cc1	96.7	0.2	113.7	-8.0	84.0	0.5[fluorescence artefact?]	86.1	1.3	-10.5
COc1ccc(-c2cc(C(F)(F)F)n3ncc(C(=O)O)c3n2)cc1OC	100.4	0.1	127.5	11.8	100.3	2.5[fluorescence artefact?]	104.7	1.1	4.6
Cc1ccc(-c2nn3c(-c4cccc(Cl)c4)nnc3s2)cc1	98.2	4.9	178.5[fluorescence artefact?]	4.3[fluorescence artefact?]	21.5*	38.7[fluorescence artefact?]	72.3	0.9	30.4[fluorescence artefact?]
Cc1ccc2c(c1)CN1CN2Cc2cc(C)ccc21	94.2	-3.9	111.5	7.7	88.3	-2.7[fluorescence artefact?]	101.0	1.1	7.3

One compound at a time (already shown):
COc1ccc(C(=O)Nn2c(SCC(=O)c3ccc(Cl)cc3)nc3ccccc3c2=O)cc1 across the screens: Fibroblast inh: 104.1; Mac1 fbg enh: -4.1; ERa coact pot: 163.5[fluorescence artefact?]; Smad3 inh: -0.7; H69AR growth 86K: 81.0; ERb coact inh: 31.9; HUVEC prolif 384: 94.9; MT1-MMP txn act: 0.8; ERa coact inh: 10.8
COc1ccc(CNC(=O)CCc2c(C)nc3ncnn3c2C)cc1 across the screens: Fibroblast inh: 98.2; Mac1 fbg enh: -0.7; ERa coact pot: 106.2; Smad3 inh: 6.2; H69AR growth 86K: 96.7; ERb coact inh: -1.6; HUVEC prolif 384: 93.7; MT1-MMP txn act: 1.2; ERa coact inh: -4.0

Later entries:
structure	Fibroblast inh	Mac1 fbg enh	ERa coact pot	Smad3 inh	H69AR growth 86K	ERb coact inh	HUVEC prolif 384	MT1-MMP txn act	ERa coact inh
Cn1nccc1C(=O)Nc1ccc(Cl)cc1	99.4	.	92.3	-3.9	82.8	-12.2	107.8	1.6	-10.5
CC(=O)N1N=C(c2ccncc2)OC12CCCCCC2	105.7	.	106.7	8.9	78.5	10.4	92.2	1.2	3.4
CCCCN(CCCC)S(=O)(=O)c1ccc(NC(=O)c2cccs2)cc1	88.2	-2.1	98.9	0.3	25.7*	2.9	78.4	1	3.1
CCOc1ccc2nc(NCCNC(=O)C(C)C)c(C)cc2c1	89.8	1.1	107.2	8.4	89.9	-4.5	91.2	1	15.2
CCOC(=O)c1[nH]c2ccc(OCC)cc2c1NC(=O)CN1CCN(c2ccccn2)CC1	99.9	-3.9	112.3	10.8	53.1	-1.6[fluorescence artefact?]	89.7	1	8.3
Cc1noc(C)c1S(=O)(=O)N1CCN(c2ccccc2)CC1	106.9	3.2	96.9[fluorescence artefact?]	-12.9	98.4	-2.6	90.4	.	3.4
O=C(c1cc2cc([N+](=O)[O-])ccc2oc1=O)N1CCN(c2ncccn2)CC1	105.8	-2.6	99.5	16.1	98.3	9.1[fluorescence artefact?]	97.0	1.6	4.5[fluorescence artefact?]
Cc1cccc2c1N(CC(=O)OC(C)C)C(=O)C2=O	103.1	2.2	119.5	7.8	71.7	3.5	93.3	1.3	3.7
N#CC1=C2C=CC=CN2CC1=O	102.2	-3.1	93.5[fluorescence artefact?]	8.6	102.2	-17.1	101.4	1.1	-9.2
COC(=O)c1ccc(OCC2c3cc(OC)c(OC)cc3CCN2C(=O)C2CC2)cc1 (centres undefined)	94.1	2.1	109.4	7.9	85.2	5.9[fluorescence artefact?]	89.1	1	7.2
CCOc1ccccc1N1CCN(S(=O)(=O)c2ccc(F)c(F)c2)CC1	89.2	-0.1	115.4	-6.0[fluorescence artefact?]	87.8	1.1	94.9	1	6.5
Cc1ccccc1-n1nc2c(c1NC(=O)c1cc3ccccc3oc1=O)CS(=O)(=O)C2	88.2	6.0	111.1[fluorescence artefact?]	11.6	4.2*	11.2[fluorescence artefact?]	91.8	1.1	40.3
CC(Cn1cnc2ccccc21)C(=O)O (centres undefined)	100.8	.	93.4	7.9	94.2	-22.6	92.7	1.3	-35.9
COc1ccc(N(C)C(=O)CCS(=O)(=O)c2cccc3nonc23)c(OC)c1	101.4	-3.1	117.8	-3.0	100.2	-8.7	109.4	.	-9.8
CC1(C)CC2(CC(C)(C(=O)CSc3nc4ccccc4s3)OC2=O)C(=O)O1 (centres undefined)	100.9	.	94.0	-7.3	81.9	-12.3	98.5	1	6.6
CCOC(=O)Cc1c(C)nc2c(-c3ccc(OC)cc3)c(C)nn2c1C	76.9	-2.7	99.6	1.5	23.1*	-3.5	71.2	1	-0.5
CC(C)(C)n1nnnc1C(c1ccccn1)N(Cc1ccccc1)Cc1ccc(Cl)cc1 (centres undefined)	89.7	-0.1	88.5	3.1	71.5	-10.9	90.5	.	-5.1
Cc1ccc(N2C(=O)CC(n3nc(C)cc3C)C2=O)cc1 (centres undefined)	103.5	-1.4	121.6[fluorescence artefact?]	-3.6	102.2	-2.3[fluorescence artefact?]	98.6	1.1	1.1[fluorescence artefact?]
COc1cc(NS(=O)(=O)c2ccc(C)cc2C)cc(OC)c1OC	93.6	-2.7	89.6	0.5	24.5*	18.4	86.7	1	-1.1
CS(=O)(=O)N1CCN(c2nc3ccccc3s2)CC1	.	1.3	145.0	4.4	106.4	-10.0	101.8	1.4	-1.5
Cc1ccc(S(=O)(=O)NCC(C)NS(=O)(=O)c2ccc(C)cc2)cc1 (centres undefined)	96.0	-2.2	110.9	-2.5	84.7	2.5	107.6	1	-2.3
Cc1ccc(C)c(C(=O)CSc2nnnn2C(C)C)c1	96.2	-2.9	111.6	-0.4	87.0	-8.7	100.7	1.4	-0.6
COc1cccc(C2=NOC(C(=O)N3CCN(C(=O)c4ccco4)CC3)C2)c1 (centres undefined)	101.7	-0.3	125.9	-3.0	87.0	-4.7	102.1	1.2	-2.3
O=C(CN1CCOCC1)Nc1ccc(NC(=O)CN2CCOCC2)c(Cl)c1	111.0	1.8	80.2[fluorescence artefact?]	-1.5	100.9	32.6[fluorescence artefact?]	88.9	1.1	27.0
C(=C\CSc1ncn[nH]1)/CSc1ncn[nH]1	100.8	-3.0	96.6	3.2	107.3	2.1	90.4	1	-5.2
Cn1c(CN2CCOCC2)c(C#N)c2ccccc21	92.7	-3.8	118.3	18.9	91.3	-22.7[fluorescence artefact?]	91.7	1.1	-16.3
CN(c1ccc(C(=O)NCc2ccc3c(c2)OCO3)cc1)S(C)(=O)=O	102.5	3.4	101.4	2.8	89.2	80.5*[fluorescence artefact?]	85.3	1	-2.4

Assay outcomes: PubChem, several laboratories
